GoLoco inh red – RGS12 GoLoco-Gai1 interaction inhibition | Gai1:RGS12 GoLoco peptide FP, rhodamine, 10 min | Potency, µM (titrated, usually from 61.6 µM), inactives show at the highest dose activity, negative = inhibition, usual class: inhibitors | 230,000 tested, 0.44% active; active = well fitted inhibition curve with a large enough effect, not every such curve was filed as active; inactive = no such curve, though single readings can be large or run the other way; note: % is set by controls: 0 for no effect and ±100 for the full control effect; nearly all actives have a fitted effect of over 30% in size; many of its hits are not listed in these tables
Target sequence (P63096 whole entry, looked up): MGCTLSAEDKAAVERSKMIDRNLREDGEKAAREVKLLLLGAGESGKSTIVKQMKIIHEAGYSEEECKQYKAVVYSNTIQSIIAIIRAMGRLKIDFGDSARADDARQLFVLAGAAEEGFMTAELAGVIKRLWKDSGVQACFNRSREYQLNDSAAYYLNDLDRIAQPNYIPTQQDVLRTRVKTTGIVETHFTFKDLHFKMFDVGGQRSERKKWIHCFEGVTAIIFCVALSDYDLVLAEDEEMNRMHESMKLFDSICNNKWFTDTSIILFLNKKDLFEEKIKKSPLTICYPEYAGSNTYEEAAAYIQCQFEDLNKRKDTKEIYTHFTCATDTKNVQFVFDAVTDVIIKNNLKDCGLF
KinaseGlo FLuc – counter-screen: inhibitors of Kinase-Glo firefly luciferase; Q27757; Potency, µM (titrated, usually from 38.3 µM), for the others: top-dose activity change, negative = inhibition, most hits filed as inhibitors; AID 1379; Kinase-Glo luciferase, ATP luminescence, 8 min; 200,000 tested, 0.28% active; note: % is set by controls: 0 for no effect and ±100 for the full control effect; nearly all actives have a fitted effect of over 60% in size
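Kinase-Glo luciferase light output from ATP and luciferin was measured with 10 uM ATP, within the enzyme's linear range. Buffer: 50 mM imidazole pH 7.2, 50 mM KCl, 7 mM MgCl2, 0.01% Tween 20, 0.05% BSA; luminescence read after 8 min at ambient temperature.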
JMJD2E inh – blocks human JMJD2E demethylase activity; B2RXH2; JMJD2E catalytic domain, FDH-coupled NADH fluorescence (FDH is formaldehyde dehydrogenase); Potency, µM (doses to about 57.1 µM), for the others: top-dose activity change, negative = inhibition, actives largely listed as inhibitors; 230,000 tested, 1.6% active; active = well fitted inhibition curve with a large enough effect, not every such curve was filed as active; inconclusive = small, poorly fitted or top-dose-only effect, or another doubt; inactive = no such curve, though single readings can be large or run the other way;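 note: 0% = wells with enzyme and -100% = buffer wells without enzyme; nearly all actives have a fitted effect of over 50% in size; many of its hits are not listed in these tables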
Target sequence (B2RXH2 1-337 limits assumed): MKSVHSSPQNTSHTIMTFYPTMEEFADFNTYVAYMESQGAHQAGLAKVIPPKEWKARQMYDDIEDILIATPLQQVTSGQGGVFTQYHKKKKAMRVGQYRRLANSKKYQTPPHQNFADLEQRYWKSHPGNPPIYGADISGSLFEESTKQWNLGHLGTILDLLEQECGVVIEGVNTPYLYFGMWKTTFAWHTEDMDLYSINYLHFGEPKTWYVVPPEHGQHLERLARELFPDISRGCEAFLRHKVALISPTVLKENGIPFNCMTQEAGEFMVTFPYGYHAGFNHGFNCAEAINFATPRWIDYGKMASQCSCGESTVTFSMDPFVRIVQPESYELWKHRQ
SMN2 splice up – increases expression of the SMN2 splice variant. Potency, µM (doses to about 46.1 µM), for inactives: top-dose activity change, positive = activation, most hits filed as activators. AID 1458. 210,000 tested, 2.8% active. HEK293 SMN2-luciferase splicing reporter, luminescence, 30-36 h; note: % of control where 0% means no effect; nearly all actives have a fitted effect of over 55% in size
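qHTS luciferase splicing reporter: luminescence rises when SMN2 exon 7 is included in transfected HEK293 cells. Compound exposure lasted 30-36 h at 37C, with 4.5 mM final sodium butyrate as control, followed by a ONE-Glo read.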
Epigenetic reg – epigenetic control regulation, reporter derepression | AID 1865 | murine LDR cells, GFP reporter derepression, 30 h | Potency, µM (highest dose often 53.9 µM), inactives show at the top dose GFP activation, most hits filed as activators | 280,000 tested, 0.2% active; note: % of control where 0% means no effect; nearly all actives have a fitted effect of over 60% in size
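GFP-positive cell count by laser-scanning cytometry (objects 20–120 um) after 30 h, 37 C compound exposure of murine LDR cells; reporter is CMV-GFP integrated at a silenced locus, inducible by HDAC or DNMT inhibitors.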
NPSR antag – antagonists of human neuropeptide S receptor cAMP signaling; CHO-NPSR cells, cAMP TR-FRET, antagonist mode; Potency, µM (titrated, usually from 38.3 µM), without a hit: top-dose activity change, negative = inhibition, most hits filed as inhibitors; 220,000 tested, 1% active; AID 1461; note: % is set by controls: 0 for no effect and ±100 for the full control effect; nearly all actives have a fitted effect of over 50% in size; many of its hits are not listed in these tables
Target sequence (Q6W5P4 whole entry, looked up): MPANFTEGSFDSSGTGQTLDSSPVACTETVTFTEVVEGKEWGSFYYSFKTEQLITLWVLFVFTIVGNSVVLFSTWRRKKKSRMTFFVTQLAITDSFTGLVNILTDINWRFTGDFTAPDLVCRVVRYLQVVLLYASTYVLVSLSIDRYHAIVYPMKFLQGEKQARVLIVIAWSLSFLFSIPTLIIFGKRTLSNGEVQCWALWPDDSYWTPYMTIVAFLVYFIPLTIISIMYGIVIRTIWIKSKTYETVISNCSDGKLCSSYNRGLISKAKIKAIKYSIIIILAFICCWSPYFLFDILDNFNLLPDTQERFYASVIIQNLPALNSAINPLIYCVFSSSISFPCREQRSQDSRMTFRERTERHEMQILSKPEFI
RECQ1 inh – inhibitors of human RECQ1 DNA helicase; 240,000 tested, 0.54% active; AID 2549; RECQ1 DNA unwinding, red fluorescence kinetic read; Potency, µM (highest dose often 57.3 µM), without a hit: at the highest dose activity, negative = inhibition, usual class: inhibitors; P46063;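 note: plate controls were vehicle for no effect and no enzyme for full effect; nearly all actives have a fitted effect of over 30% in size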
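RECQ1T1 50 nM; forked duplex (20 bp + 30-nt ss tails) 200 nM, ATP 2 mM final; pH 8.0, 2 mM MgCl2, 2.5 ug/ml poly(dI-dC); 15 min compound preincubation; discontinuous kinetic read over 2 h at RT.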
IMPase Li cell – IMPase inhibition in cells with lithium potentiation. CHO-M1 cells, IP1 TR-FRET (IP-One), carbachol + lithium. Potency, µM (highest dose often 59.4 µM), for inactives: top-dose activity, negative = IMPase inhibition, usual class: inhibitors. 210,000 tested, 0.35% active. AID 1457;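 note: IP1 builds up when IMPase is blocked and the TR-FRET signal falls; plate controls were basal vehicle for no effect and high inhibitor control for full effect; nearly all actives have a fitted effect of over 50% in size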
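CHO-M1, 2000 cells/well, 16–30 h culture; cpd + low Li+, 30 min 37C; lysis with d2-IP1/Eu-anti-IP1 Ab, 10 min RT; TR-FRET 665/620 ratio and 620 channel; AC50 via Hill.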
* marks the source's active call; other numbers are inactive results; i = inactive; ? = inconclusive; / = not tested or not shown; & = joins results of further samples; [ ] = another dose, or the depositor's remark. Unless noted, calls come from the whole dose curve; as a rule, active = well fitted curve in the direction sought with a large enough effect; inconclusive = small, poorly fitted or top-dose-only effect, or another doubt; inactive = no such curve, though single readings can be large; an effect the other way counts as inactive or inconclusive. Potency is the fitted concentration of half-maximal effect. An excerpt; count on the stated rates, not on these rows.

SMILES	GoLoco inh red	KinaseGlo FLuc	JMJD2E inh	SMN2 splice up	Epigenetic reg	NPSR antag	RECQ1 inh	IMPase Li cell
CON1C(=O)C(=O)N(OC)C2CCCCCC21 (stereo not given)	6%	0%	9%	-15%	-3.2%	26%	1%	0%
O=c1c(O)c(-c2cccc(O)c2)oc2ccccc12	-11%	0%	?	/	0.5%	/	5%	20%
COc1ccc(NC(=O)CNc2cccc(C#N)c2)cc1Cl	-11%	1%	-13%	-6%	-1.0%	-4%[46.1 µM]	-9%	19%[38.3 µM]
O=C(c1cc(C(F)(F)F)cc(C(F)(F)F)c1)N1CCC[C@@]2(CCN(Cc3ccncc3)C2)C1	8%	-2%	/	-3%	/	/	i	-7%
COc1ccccc1NC(=O)c1ccc(NC(=O)Cc2n[nH]c(=O)c3ccccc23)cc1	21%	/	?	/	2.2%	23%	-3%	/
CC(C)(C)NC(=O)c1sccc1C(=O)O	1%	1%	?	-14%	0.0%	-27%[46.1 µM]	-1%	?
CCOc1ccc(OCc2ccc(C(=O)NCc3cccnc3)o2)cc1	2%	-2%	-3%	-32%[inhibitor]	-0.9%	-4%[46.1 µM]	-10%	-17%[38.3 µM]
O=C(CCCSc1nc2ccccc2[nH]1)NC1=NCCS1	4%	0%	0%	-9%	-2.5%	15%[46.1 µM]	-8%	23%[38.3 µM]
C/C(=N\NC(=S)Nc1ccccc1C)c1ccc(O)cc1	1%	0%	-10%	-10%	10%	-23%	i	4%
N[C@@](CCc1ccccc1)(C(=O)O)c1ccccc1	0%[14.2 µM]	-1%[7.66 µM]	/	-10%[9.22 µM]	/	/	/	2%
C/C(N)=C(/C#N)C(=O)CSc1nc2ccccc2c(=O)n1CCCO	3%	1%	1%	-3%	0.0%	6%	i	-8%
COC(=O)c1cc(C#N)c(N2CCOCC2)nc1C	-6%	0%	-8%	22%	-1.4%	22%	-5%	3%
COc1ccc(C(C)=O)cc1CSc1nnc(Nc2ccc(C)cc2C)s1	7%	5%	-4%	0%	-1.0%	-13%	-11%	5%
Cc1cc(C)c2nc(SCC(=O)NCCC3=CCCCC3)cc(C)c2c1	-2%	1%	7%	-4%	0.0%	-12%	-2%	-4%
CC(Sc1nc2ccccc2c(=O)n1Cc1ccco1)C(=O)c1ccccc1 (stereo not given)	-2%	-2%	3%	-35%[inhibitor]	0.0%	-23%[46.1 µM]	-13%	17%[38.3 µM]
CC(=O)N(O)CCCCCNC(=O)CCC(=O)N(O)CCCCCNC(=O)CCC(=O)N(O)CCCCCN	2%	0%	22µM*	-19%	-1.3%	12%	9%	11%&1%&-1%
Cc1cccc(CNc2ncnc3ccc(-c4ccccc4C#N)cc23)c1	9%	-1%	?	-15%	-1.0%	/	-17%	-3%
O=S(=O)(c1ccc(Cl)cc1)c1cnc(-c2cccnc2)nc1-c1ccccc1	4%	-5%	1%	-22%	-1.9%	-4%[46.1 µM]	i	14%[38.3 µM]
CCCCCc1c(C)nc(N2CCOCC2)[nH]c1=O	1%	6%	-2%	-17%	0.0%	0%[46.1 µM]	-3%	-7%
Cc1cccc2cc(COC(=O)c3ccccc3)c(=O)[nH]c12	9%	1%	13%	-4%	-3.1%	11%[46.1 µM]	i	?
Cc1ccc(-c2nnc(-n3ncc(C#N)c3N)c3ccccc23)cc1C	-12%	-1%	6%	-12%	14%	?	-15%	-7%
CCn1nc(NC(=O)c2ccccn2)c2cc3cc(C)ccc3nc21	8%	-9%	?	19%	-0.2%	-2%[46.1 µM]	-1%	21%[38.3 µM]
CCCc1nnc2c(N(C)S(=O)(=O)c3ccccc3)nc3ccccc3n12	2%	-1%	4%	16%	-1.0%	-28%	1%	-8%
COc1ccc(/C=N\NC(=O)CC(=O)Nc2cccc(Cl)c2)cc1OC	1%	2%	-2%	-21%	-7.0%	7%	-16%	-1%
CCn1c(CNc2ccc(C)cc2C)nnc1SCC(=O)N1CCCc2ccccc21	-18%	1%	7%	3%	-1.0%	-19%[46.1 µM]	i	17%[38.3 µM]
Cc1ccc(OCC(=O)NNC(=O)C(=O)N2CCCC2)c(C)c1	2%	1%	5%	10%	-1.9%	8%	-9%	12%
COc1ccc(-c2ccc(SC)nn2)cc1	-2%	4.5µM*	?	1.8µM*	2.3%	-3%	i	16%
COC(=O)c1scc(C)c1N/N=C(\C)c1cc(F)c(Cl)cc1F	-3%	-1%	16%	-28%	-6.1%	2%[46.1 µM]	i	-10%[38.3 µM]
O=C(NCCCN1CCOCC1)c1cccnc1	-1%	1%	-6%	-8%	-1.8%	13%	i	-2%
CCOC(=O)CN1CCS(=O)(=O)CC1	3%	0%	5%	2%	1.1%	10%	i	-5%

In the list so far, these have a COOH group:
SMILES	GoLoco inh red	KinaseGlo FLuc	JMJD2E inh	SMN2 splice up	Epigenetic reg	NPSR antag	RECQ1 inh	IMPase Li cell
CC(C)(C)NC(=O)c1sccc1C(=O)O	1%	1%	?	-14%	0.0%	-27%[46.1 µM]	-1%	?
N[C@@](CCc1ccccc1)(C(=O)O)c1ccccc1	0%[14.2 µM]	-1%[7.66 µM]	/	-10%[9.22 µM]	/	/	/	2%

Later entries
SMILES	GoLoco inh red	KinaseGlo FLuc	JMJD2E inh	SMN2 splice up	Epigenetic reg	NPSR antag	RECQ1 inh	IMPase Li cell
O=C(Nc1ccccc1)N(Cc1ccccc1)CC(O)C(F)(F)F (stereo not given)	3%	-2%	-7%	-23%	-1.1%	-7%[46.1 µM]	16%	-6%[38.3 µM]
COc1nc(C)nc2c1sc1nc3c(cc12)COC(C)(C)C3	-1%	9%	?	14µM*	0.0%	-11%[46.1 µM]	0%	27%[38.3 µM]
CCC(c1nnnn1CCOC)N(Cc1cc2cc(C)c(C)cc2[nH]c1=O)CC1CCCO1 (stereo not given)	12%	-5%	?	-13%	0.0%	-20%[46.1 µM]	-9%	23%[38.3 µM]
COc1cc(NS(=O)(=O)c2ccc(Br)s2)cc(OC)c1	2%	-1%	-5%	?	2.2%	-18%[46.1 µM]	-10%	5%[38.3 µM]
O=C(Nc1nc(-c2ccccc2)cs1)c1ccc2c(c1)S(=O)(=O)c1ccccc1C2=O	14%	-1%	8%	-13%	-1.1%	19%	3%	0%
CCOc1ccccc1N1CCN(C(=O)c2cc3c(s2)CCC3)CC1	5%	3%	-11%	-3%	-1.5%	-28%[46.1 µM]	i	-10%[38.3 µM]
O=C(OCCN1C(=O)c2ccccc2C1=O)c1cc(=O)[nH]c2ccccc12	-1%	2%	-12%	/	-0.1%	-1%[46.1 µM]	-3%	33%[activator][38.3 µM]
COc1ccc(-c2nc3ccccc3n2CCC(C)C)cc1OC	4%	-3%	?	7%	-1.6%	-21%[46.1 µM]	-7%	6%[38.3 µM]
COC(=O)C(C(=O)Nc1nc2ccccc2s1)C1CCCC1 (stereo not given)	6%	6%	4%	-4%	-1.0%	-22%	i	9%
CN1CCc2c(OCC(=O)N3CCC(Cc4ccccc4)CC3)cccc2C1=O	-7%	1%	-1%	-79%[inhibitor]	-2.4%	19%	-5%	3%
CCCc1[nH]nc2c1C1(CCN(C(=O)OCc3ccccc3)CC1)C(C#N)=C(N)O2	85%[activator]	-2%	-2%	0%	1.0%	-17%[46.1 µM]	-2%	11%[38.3 µM]
Cc1ccc(N(C)S(=O)(=O)c2cccc(C(=O)NC3=NCCS3)c2)cc1	1%	-3%	-1%	?	0.0%	-9%[46.1 µM]	-16%	15%[38.3 µM]
COC(=O)c1ccccc1NC(=O)NC1CCCCC1	7%	/	?	/	2.6%	-21%	-1%	/
O=C(NCc1cccnc1)c1cn(-c2ccccc2)nc1-c1ccccc1	2%	-3%	3%	27%	1.1%	-8%	-2%	3%
Cc1ccc(-n2c(SCC(=O)Nc3ncc(Cl)cc3Cl)nc3ccccc32)cc1	16%	-3%	-9%	-21%	0.0%	?	-7%	13%
Cc1cc(C)n(-c2nc3ccccc3c(=O)n2OCC(N)=O)n1	8%	2%	6%	1%	-2.0%	-1%[46.1 µM]	-1%	-4%[38.3 µM]
Cc1cc(C)c(C#N)c(SC(F)F)n1	-2%	-4%	-4%	-9%	-2.1%	-3%[46.1 µM]	?	-7%[38.3 µM]
CN(Cc1cccc(C(F)(F)F)c1)Cc1nc(-c2cnccn2)no1	2%	3%	2%	/	0.9%	-10%	i	16%
CCC1CCCCN1C(=O)c1cc(-c2ccc(Cl)c(Cl)c2)on1 (stereo not given)	-3%	-2%	1%	48%	1.0%	?	5%	-11%
CC(C)=C1Cc2ccccc2C1=O	4%	-1%	-4%	-2%	-1.2%	11%	i	?
CCOc1ccc(NS(=O)(=O)c2ccc(N)cc2)cc1	11%	22%	3%	-25%	-0.3%	-1%[46.1 µM]	i	34%[activator][38.3 µM]
NC(=O)Nc1ccc(Nc2ccccc2)cc1	0%	/	-7%	/	-1.4%	14%[7.67 µM]	-10%	/
COc1ccc(Cc2nnc(NC(=O)c3ccco3)s2)cc1OC	6%	0%	5%	31%	-1.1%	-6%[46.1 µM]	-2%	-5%[38.3 µM]
COc1ccnc(Oc2ccccc2)c1-c1ncn[nH]1	6%	/	6%	/	-0.2%	-1%	i	-2%
CCNC(=O)C12CCC(C)(C(=O)C1Br)C2(C)C (stereo not given)	-30%	-3%	2%	25%	-3.2%	27%	5%	-6%
COC(=O)c1cc(-c2ccc(S(=O)(=O)N3CCCCC3)cc2)c(C(F)(F)F)s1	29%	/	-2%	/	2.1%	?	-1%	/
Cc1cc(NC(=O)c2ccc(S(=O)(=O)N(C)CC3CCCO3)cc2)no1 (stereo not given)	14%	-3%	-1%	-11%	1.3%	6%	-1%	4%
COCCNC(=S)N1CCC(C(=O)c2ccc3c(c2)OCCO3)CC1	2%	2%	-23%	/	-0.1%	2%	-7%	2%
COc1ccc(Br)cc1C1NC(=O)NC(C)=C1C(=O)N(C)C (stereo not given)	-8%	-2%	1%	-6%	1.5%	-5%[46.1 µM]	?	44%[activator][38.3 µM]
Cc1nnc(SCC(=O)Nc2cccc(C(F)(F)F)c2)[nH]c1=O	8%	-6%	2%	-7%	-0.2%	0%[46.1 µM]	18%	-17%[38.3 µM]
Cc1cn(C2OC(COC(=O)c3ccccc3)C(O)C2Cl)c(=O)[nH]c1=O (stereo not given)	3%	1%	7%	5%	-4.6%	0%	i	-2%

Screening results (PubChem)
